# Hsp70 inhibitors: Hsp70 inhibitors, probe displacement, primary screen, biochemical, fluorescence polarization (AID 583); Hsp70 fluorescence polarization probe displacement, mP; higher % means a stronger effect; displacement, % at 20 µM; hits with a dose series show IC50 in µM; hit rate 0.06% among 140,000; in the data active = displacement above about 50%;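 also: plate controls were vehicle for no effect and reference ligand for full effect; a part of the inactive calls stands beside numbers as strong as those of hits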
# Rat MKP-3 inhibitors: inhibition of rat DUSP6 enzyme activity – biochemical, in vitro, primary screen (AID 425) | recombinant MKP-3 phosphatase activity, fluorescence; higher % means a stronger effect | one-dose inhibition, % at 20 µM; IC50 in µM for titrated hits | hit rate 0.17% among 110,000; in the data active = inhibition above about 50%;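 also: plate controls were vehicle for no effect and reference inhibitor for full effect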
# * = called active by the depositor; . = not tested or not shown; & = joins results of further samples. An excerpt; rates above refer to the full screens.
# Sample of the layout (five entries):
Hsp70 inhibitors	Rat MKP-3 inhibitors	SMILES
-4.5%	.	CCOC(=O)c1cnc(SCc2ccc(C(C)(C)C)cc2)nc1N
-1.6%	-8%	O=C(Nc1ccccc1)NC1(C(=O)N2CCN(c3ncccn3)CC2)CCCCC1
-2.6%	0%	COC(=O)c1ccc(N/C=C\C(=O)c2ccc3c(c2)OCO3)cc1
5.1%	2%	Cc1cc(OCC(=O)Nc2cccc(S(N)(=O)=O)c2)ccc1Cl
-3.6%	1%	Cc1ccc2c(Cl)c(C(=O)Nc3ccccn3)sc2c1

# Results, from the first entry:
Hsp70 inhibitors	Rat MKP-3 inhibitors	SMILES
-4.5%	.	CCOC(=O)c1cnc(SCc2ccc(C(C)(C)C)cc2)nc1N
-1.6%	-8%	O=C(Nc1ccccc1)NC1(C(=O)N2CCN(c3ncccn3)CC2)CCCCC1
-2.6%	0%	COC(=O)c1ccc(N/C=C\C(=O)c2ccc3c(c2)OCO3)cc1
5.1%	2%	Cc1cc(OCC(=O)Nc2cccc(S(N)(=O)=O)c2)ccc1Cl
-3.6%	1%	Cc1ccc2c(Cl)c(C(=O)Nc3ccccn3)sc2c1
-2.8%	-1%	CCCCOc1ccc(C(=O)NCCc2ccccc2)cc1
4.1%	.	O=C1CC(C(=O)Nc2cccc3ccccc23)C2(CCCC2)O1 (stereo not drawn)
-14%	-1%	CCOC(=O)c1c(NC(=O)CSc2nnc(C)s2)sc2c1CCN(C)C2
9.2%	2%	CCCS(=O)(=O)c1c(S(=O)(=O)CCC)c2c(N)cccn2c1C(=O)OC
1.7%	1%	CCCCC(=O)Nc1nn(CC(C)C)c2nc3ccccc3cc12

# Remaining list, next part:
Hsp70 inhibitors	Rat MKP-3 inhibitors	SMILES
6.8%	1%	CCOC(=O)C1=C(C(C)=O)C(c2cccnc2)C(C#N)=C(N)O1 (stereo not drawn)
1.7%	7%	COCCCNS(=O)(=O)c1ccc(OC)c(Cl)c1Cl
-0.3%	.	Cc1ccc(OCc2nnc(SCc3ccc(C#N)cc3)n2-c2ccc(C)cc2)cc1
-0.6%	0%	O=C(O)/C=C\C(=O)N(c1ccccc1)c1ccc2ccccc2c1
5.9%	4%	O=C(Nc1ncc([N+](=O)[O-])s1)c1ccc2c(c1)C(=O)N(CC1CCCO1)C2=O (stereo not drawn)
1.6%	.	Cc1cccc(C2NC(=O)c3c(sc(C)c3C)N2)c1O (stereo not drawn)
-0.5%	2%	CCC(C(=O)Nc1ccc(F)cc1F)c1ccccc1 (stereo not drawn)
-3.5%	-2%	COc1cccc(NC(=O)c2oc3ccccc3c2NC(=O)c2ccc3c(c2)OCO3)c1
-0.1%	-2%	NC(=O)c1ccsc1NC(=O)C1CCCN1S(=O)(=O)c1ccc(Cl)cc1 (stereo not drawn)
-2.9%	4%	CCOC(=O)N1CCN(C(=O)CCN2C(=O)COc3ccc(C)cc32)CC1

# Compound profiles (already shown).
# Cc1cc(OCC(=O)Nc2cccc(S(N)(=O)=O)c2)ccc1Cl in the list: Hsp70 inhibitors: 5.1%; Rat MKP-3 inhibitors: 2%
# CCCCOc1ccc(C(=O)NCCc2ccccc2)cc1 in the list: Hsp70 inhibitors: -2.8%; Rat MKP-3 inhibitors: -1%

# Additional structures follow.
Hsp70 inhibitors	Rat MKP-3 inhibitors	SMILES
1.0%	0%	COc1ccc(-n2sc3c(c2=S)-c2ccccc2NC3(C)C)cc1OC
0.2%	.	Cc1cc(C)cc(NC(=O)CC2NCCNC2=O)c1 (stereo not drawn)
5.2%	-14%	Cn1c(CN2CCCCC2)c(C#N)c2ccccc21
5.0%	-2%	O=C(Nc1cccc(C(F)(F)F)c1)Nc1ccc(Cl)c(Cl)c1
5.9%	.	CS(=O)(=O)n1nc(C(=O)N2CCOCC2)nc1N
-2.5%	-12%	CCCOc1cccc(C(=O)N(Cc2ccco2)C2CCS(=O)(=O)C2)c1 (stereo not drawn)
-1.4%	.	Cc1cc(Cl)c(S(=O)(=O)N2CCCC2)cc1OCC(=O)NC1CCCCC1
-2.5%	-9%	C=COCCNC(=O)Nc1ccc(Cl)c(Cl)c1
-0.6%	.	COC(=O)c1cn[nH]c1NC(=S)Nc1ccc(Cl)c(Cl)c1
-4.9%	.	Brc1ccc(-c2nnc3n2CCCCC3)cc1

# (listing goes on)
Hsp70 inhibitors	Rat MKP-3 inhibitors	SMILES
0.4%	0%	COc1ccccc1-c1nnc(N)s1
-3.9%	-12%	CCOc1ccc(-n2cnnn2)cc1S(=O)(=O)NCc1ccccc1
-1.5%	0%	O=C(NCc1cccnc1)c1cnc2sccn2c1=O
1.0%	-7%	CCCN(CCC)CCNS(=O)(=O)c1ccc2c(c1)oc(=O)n2C
-0.2%	-18%	Cc1cc(-n2[nH]c(C)c(C)c2=O)nc(-c2ccccc2O)n1
3.4%	2%	O=C(COC(=O)c1ccc(C#Cc2ccccc2)cc1)c1ccc([N+](=O)[O-])cc1
-0.6%	-13%	CCOc1ccccc1NC(=O)c1cc(Cl)ccc1NC(=O)c1ccco1
-4.6%	5%	Cc1ccc(CCNC(=O)c2coc3nc4ccccc4nc23)cc1
4.2%	.	Cc1ccc(C(c2nnnn2CS(=O)(=O)c2ccc(C)cc2)N2CCN(c3ncccn3)CC2)cc1 (stereo not drawn)
-10%	3%	CC(C)(C)c1csc(N/N=C/c2ccc(C#N)cc2)n1

# Remaining list, next part
Hsp70 inhibitors	Rat MKP-3 inhibitors	SMILES
-0.4%	0%	CC(=O)c1ccc(NC(=O)CSc2nc(C)cc(=O)[nH]2)cc1
3.0%	2%	COC(=O)Nc1ccc(S(=O)(=O)N2CCCCCC2)cc1
5.3%	-10%	COc1ccc(C2C(C(N)=O)=C(C)Nc3nc(-c4ccccc4OC)nn32)cc1OC (stereo not drawn)
3.7%	4%	CC1=CC(=O)N(c2ccc([N+](=O)[O-])cc2)C1=O
-0.7%	-10%	COc1ccc(OC)c(NC(=O)CSc2ccccc2)c1
0.9%	-2%	CC1Cc2ccccc2N1C(=O)CSc1nnc2sc3ccccc3n12 (stereo not drawn)
1.5%	12%	O=C(COc1ccc([N+](=O)[O-])cc1)Nc1ccc2nn(-c3ccccc3)nc2c1
1.3%	-7%	CC1CCC/C(=N\NC(=O)Nc2ccccc2)C1 (stereo not drawn)
2.0%	.	O=C(Oc1nsnc1N1CCOCC1)N1CCCCC1
0.9%	1%	COc1ccc(C(C(=O)NC2CCCCC2)N(CC2CCCO2)C(=O)CNC(=O)c2ccco2)cc1 (stereo not drawn)

# Additional results follow.
Hsp70 inhibitors	Rat MKP-3 inhibitors	SMILES
-3.6%	-6%	COCCSc1nnc(NC(=O)C2CCCO2)s1 (stereo not drawn)
-4.7%	-11%	Cc1c(C#N)c2ccccc2n1CC(=O)NCc1cccnc1
3.7%	-12%	O=C1C=C(NCc2ccc(Cl)cc2)CC(c2ccco2)C1 (stereo not drawn)
0.4%	6%	COc1ccc(S(=O)(=O)NC(CC(=O)NCc2ccccc2OC)c2ccco2)cc1 (stereo not drawn)
-2.7%	.	COc1cccc(-c2ccc(C#N)c(OC(=O)c3ccc(Cl)cc3)n2)c1
-0.8%	0%	O=C(c1ccc(-c2ccc(Cl)cc2)o1)N1CCOCC1
-0.2%	-2%	CCOc1cc(C=O)ccc1OCc1ccccc1F
4.4%	-12%	CN1C(=O)C(=Cc2cc([N+](=O)[O-])cc(Br)c2O)C(=O)N(C)C1=O
6.2%	-6%	O=C(NC1CC2CCCC(C1)N2C(=O)N1CCCCC1)C1CCCCC1 (stereo not drawn)
-4.2%	.	CSc1nnc(-c2ccccc2Cl)o1

# (list continues)
Hsp70 inhibitors	Rat MKP-3 inhibitors	SMILES
-4.2%	.	CCOC(=O)N1CCN(C(=O)COc2ccc(S(=O)(=O)NCC(C)C)cc2C)CC1
2.1%	2%	COc1ccc2c(c1)nc1n2CN(CC2CCCO2)CN1Cc1ccccc1 (stereo not drawn)
-0.4%	-4%	O=C(O)C1CCCCC1C(=O)N1CCN(c2ccc(F)cc2)CC1 (stereo not drawn)
-1.7%	.	Cc1ccc(NC(=O)C(=O)NC2CCCCC2)cc1
6.8%	.	Cc1ccc2[nH]c3c(=O)n(Cc4ccncc4)cnc3c2c1
-0.5%	.	Cn1c(=O)c2c(nc(CN3CCc4ccccc4C3)n2CCc2ccccc2)n(C)c1=O
-4.8%	0%	O=C(Nc1ccc(S(=O)(=O)NCc2cccnc2)cc1)c1ccco1
-7.8%	5%	Cc1ccc(S(=O)(=O)NN2C(=O)/C(=C/c3cccc4ccccc34)SC2=S)cc1
4.2%	-14%	Cc1cc(C)nc(SCc2nnc(SCC(=O)OC3CCCCC3)o2)n1
-1.1%	3%	Cc1cccc(C)c1OCCCCCCc1c(C)n[nH]c1C

# New compounds follow:
Hsp70 inhibitors	Rat MKP-3 inhibitors	SMILES
8.4%	-4%	CCc1ccc2[nH]c(=O)c(CN(Cc3nnnn3C3CCCC3)C3CCCCC3)cc2c1
0.8%	.	c1ccc(N2CCN(c3ccccc3)C2c2cccnc2)cc1
10%	.	CC(C)C(NC(=O)COc1ccccc1)C(=O)O (stereo not drawn)
2.9%	-1%	COc1cc(/C=C2/SC(=S)NC2=O)ccc1OC(=O)c1ccccc1Br
-2.7%	-17%	COC(=O)Cn1nc(-c2ccc(C)c(S(=O)(=O)N(C)C)c2)c2ccccc2c1=O
4.1%	.	Clc1ccc2c(NCc3ccccn3)ncnc2c1
-2.7%	-4%	CC(C)C(NC(=O)OCc1ccccc1)C(=O)OCC(=O)NCc1ccco1 (stereo not drawn)
-4.6%	1%	c1ccc(-c2nc(NCc3cccnc3)c3oc4ccccc4c3n2)cc1
5.0%	5%	CC(=O)NC(=Nc1nc(C)c2cc(C)cc(C)c2n1)NC(C)=O
-2.7%	-2%	Cc1ccc(C(=O)Nc2ccc3c(c2)nc2n3CCSC2)cc1

# Further records:
Hsp70 inhibitors	Rat MKP-3 inhibitors	SMILES
5.2%	.	O=C(CSc1ccc2c(c1)OCCO2)Nc1ncc(Cl)cc1Cl
3.8%	-10%	CC(=O)c1c(NCc2ccccc2)nc(=O)n(-c2ccccc2)c1C
26%	0%	O=C1CCNc2cc3ccccc3cc21
4.4%	-2%	Cc1c(C=NCCOCc2ccccc2)cnn1C
0.2%	0%	COC(=O)C1=C(C(=O)OC)SC(=C2C(=S)C(C)(C)N(C(=O)c3ccccc3)c3cc(OC)ccc32)S1
0.5%	6%	O=C1CSC(c2cn(-c3ccccc3)nc2-c2ccc3c(c2)OCCO3)N1CCN1CCOCC1 (stereo not drawn)
-6.0%	.	Cc1ccc(-c2nnn(CC(=O)NCC3CC3)n2)o1
0.2%	0%	N#CCCSc1ncnc2c1oc1ccccc12
-2.2%	1%	CC(=O)C1=C(C)NC(=O)NC1c1ccc(C)cc1 (stereo not drawn)
1.3%	8%	Cc1ccc(C(C)C)c(OCC(O)Cn2cnc3cc(C)c(C)cc32)c1 (stereo not drawn)

# Following part:
Hsp70 inhibitors	Rat MKP-3 inhibitors	SMILES
3.6%	.	CCn1c(SCC(=O)N2c3ccccc3CC2C)nnc1-c1ccco1 (stereo not drawn)
10%	.	N=C1C(c2nc3ccccc3[nH]2)=C(O)CN1c1ccc(CC(=O)O)cc1
3.3%	-2%	CC(C)N(Cc1nc(-c2ccc(Cl)cc2)no1)C(=O)CCCN1C(=O)c2ccccc2C1=O
10%	-6%	Cc1oc(C(=O)O)cc1COc1ccc2c3c(c(=O)oc2c1C)CCCC3
3.0%	-14%	COC(=O)C1=C(N)Oc2cc(C)n(Cc3ccco3)c(=O)c2C1c1cccc(Cl)c1 (stereo not drawn)
0.6%	-1%	CC(C)C[C@H](NC(=O)Nc1ccc(S(N)(=O)=O)cc1)C(=O)O
6.0%	-3%	COc1ccc(CCn2c(NCCCN3CCOCC3)nc3c2c(=O)[nH]c(=O)n3C)cc1
8.1%	.	O=c1[nH]c2ccc(Cl)cc2c(-c2ccccc2)c1SC(=S)N1CCOCC1
-4.8%&-1.7%	-8%&-2%	O=C(O)CN=C(NS(=O)(=O)c1ccccc1)c1ccccc1
-0.5%	4%	CCOC(=O)COc1ccc2c(oc(=O)c3ccccc32)c1C

# Remaining list, next part.
Hsp70 inhibitors	Rat MKP-3 inhibitors	SMILES
5.1%	2%	CCOC(=O)C1CCN(CC(=O)N2C(C)CCCC2C)CC1 (stereo not drawn)
2.0%	0%	N/C(=N/OC(=O)c1ccc(Br)cc1)c1nonc1N
-3.7%	.	COCCn1c(C)cc(C2=NNC(=Nc3ccc(OC)cc3)SC2)c1C
2.4%	.	CCC(C)NC(=O)CNS(=O)(=O)c1ccc(C)cc1 (stereo not drawn)
-0.6%	-8%	CSc1c(C#N)c(N)c(C#N)c2c1COC(C)(C)C2
-3.8%	-4%	CCCN1C2CCCC1CC(NC(=O)c1cc(OC)c(OC)c(OC)c1)C2 (stereo not drawn)
1.2%	30%	C=CCN1C(=O)/C(=C\c2ccc(-c3cc([N+](=O)[O-])ccc3C)o2)C(=O)NC1=S
-2.1%	.	C/C(=N\S(=O)(=O)c1ccc(C)cc1)N1CCN(S(=O)(=O)c2ccccc2)C1C(C)C (stereo not drawn)
3.7%	0%	O=C(N/N=C/c1ccncc1)c1ccco1
-0.6%	2%	Cc1cc(=O)[nH]c(SCC(=O)Nc2ccc(Br)cn2)n1

# The list continues.
Hsp70 inhibitors	Rat MKP-3 inhibitors	SMILES
0.4%	-4%	Cc1cccn2c(=O)c3cc(C(=O)NC(C)C)c(=N)n(Cc4ccncc4)c3nc12
-2.1%	.	O=C(NCCCCc1ccccc1)c1ccc(Br)o1
-0.5%	-1%	CC1CN(C(=O)c2cccs2)CC(C)O1 (stereo not drawn)
-3.1%	6%	CN1CCN(Cn2c(O)c(N=NC(=O)c3ccccc3Cl)c3ccccc32)CC1
7.2%	-6%	COC(=O)c1ccc(NC(=O)CSc2nncn2C)cc1
0.1%	.	CC(C)CC(=O)N1CCN(CC2CC=CCC2)CC1 (stereo not drawn)
-8.5%	-12%	O=C(NCc1ccccc1)N1CCC(n2cnc3cc(F)ccc32)CC1
-0.2%	.	Cc1ccc(OCC(=O)N/N=C\c2ccco2)c(C)c1
-0.8%	6%	CCSc1nnc(-c2ccccc2NC(=O)CC)c(=O)[nH]1

# From PubChem
